# Source: PubChem
# Hsp70 inhibitors = small molecules displacing fluorescent ligand from Hsp70 – biochemical, fluorescence polarization, primary screen (AID 583); Hsp70 fluorescence polarization probe displacement, mP; higher % means a stronger effect; displacement, % at 20 µM; hits with a dose series show IC50 in µM; 140,000 compounds, 0.06% hits; in the data active = displacement above about 50%;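 also: plate controls were vehicle for no effect and reference ligand for full effect; a part of the inactive calls stands beside numbers as strong as those of hits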
# Rat MKP-3 inhibitors = inhibition of rat DUSP6 enzyme activity – biochemical, in vitro, primary screen (AID 425). recombinant MKP-3 phosphatase activity, fluorescence; higher % means a stronger effect. inhibition, % at 20 µM; hits with a dose series show IC50 in µM. 110,000 compounds, 0.17% hits; in the data active = inhibition above about 50%;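 also: plate controls were vehicle for no effect and reference inhibitor for full effect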
# * = called active by the depositor; x = not tested or not shown; & = joins results of further samples.
SMILES,Hsp70 inhibitors,Rat MKP-3 inhibitors
Cc1cc(C)nc(Nc2nc3ccccc3c(=O)[nH]2)n1,0.4%,3%
O=C(c1cc(S(=O)(=O)N2CCCCC2)c(Cl)cc1N1CCOCC1)N1CCOCC1,5.9%,0%
CCOC(=O)N1CCN(c2ncnc3c2oc2nc(C)c4c(c23)CC(C)(C)OC4)CC1,0.0%,-6%
COc1ccccc1OC1=NS(=O)(=O)c2cc([N+](=O)[O-])ccc21,-1.0%,2%
Cc1cc(C)nc(N2CCCC(C(=O)Nc3nc4ccc(S(C)(=O)=O)cc4s3)C2)n1 (centres undefined),5.1%,-5%
O=C(NCc1ccccn1)c1c(O)c2ccccc2[nH]c1=O,1.1%,-4%
O=C(c1cccc2c1-c1ccccc1/C2=N/O)N1CCCCC1,1.7%,-1%
Cc1ccc(N2C(=O)/C(=C/C3CC=CCC3)SC2=S)cc1 (centres undefined),-1.3%,2%
COc1ccc(C2=NNC(c3cccs3)=Nc3ccc(OC)cc32)cc1,18%,x
CC(=O)Nc1cccc(NC(=O)Nc2ccc(C(C)=O)cc2)c1,0.1%,-3%
CC(C)C(=O)NC(C)C(c1cccs1)N1CCN(c2ccccc2)CC1 (centres undefined),-6.2%,x
c1ccc(Cn2ccnc2-c2ccco2)cc1,-0.6%,-14%
Cc1ccccc1C(C(=O)NCc1ccccc1)N(Cc1ccco1)C(=O)c1ccccn1 (centres undefined),-2.8%,x
CCNC(=O)C1CCCN1S(=O)(=O)c1ccc(C)cc1 (centres undefined),10%,x
Cc1cc(=O)oc(C)c1C(=O)NCc1ccco1,7.6%,x
O=c1[nH]c2ccc(Nc3nc4ccccc4nc3NS(=O)(=O)c3ccc(Cl)cc3)cc2[nH]1,34%,3%
CC1CCC(C(=O)NC(C(=O)N2CCC(N3CCCCC3)CC2)C(C)C)CC1 (centres undefined),2.5%,-5%
CC(C)(C)OC(=O)N1CCC(C(=O)N[C@H](Cc2ccccc2)C(=O)O)CC1,1.1%,4%
Oc1c(C=Nc2cccnc2)sc2ccccc12,-33%,-5%
COc1ccccc1CNS(=O)(=O)c1ccc2[nH]cc(C(=O)O)c(=O)c2c1,1.4%,-6%
O=C(Cc1cccs1)Nc1nc2c(s1)CCCC2,0.1%,5%
Cc1sc(NC(=O)c2ccc(-c3ccccc3)cc2)c(C#N)c1C,-12%,2%
CCN(CC)c1nc(Nc2ccccc2)nc(Oc2ccc(=O)[nH]n2)n1,-2.5%,-10%
CCOc1ccc(C(=O)N2CCN=C2SC)cc1OCC,4.0%,2%
O=C(c1cc(-c2ccco2)on1)N1CCN(C(c2ccccc2)c2ccccc2)CC1,-11%,5%
SMILES,Hsp70 inhibitors,Rat MKP-3 inhibitors
Cc1ccc(C2=CC(=O)N(c3cccc(Br)c3)C2=O)cc1,-3.5%,2%
COc1cc(C(=O)Nc2ccc(S(=O)(=O)Nc3ncccn3)cc2)c(Br)c(OC)c1OC,-1.3%,0%
CCCNC(=O)c1ccc(CN2CCc3ccccc3C2)cc1,-1.2%,x
Oc1c(CN2CCc3ccccc3C2)cc(Cl)c2cccnc12,-0.3%,-6%
CC1(c2ccc(Cl)cc2Cl)OCC(Cn2ccnc2)O1 (centres undefined),-0.8%,7%
COc1cccc(C(=O)Nc2ccc3c(c2)OCO3)c1,4.3%,1%
CCOc1ccc(-n2c(Cc3cc(=O)[nH]c(=O)[nH]3)nnc2SCC(=O)NC2CCCC2)cc1,-6.6%,-1%
O=C(Cc1ccccc1)n1nc(-c2ccccc2)nc1NCc1ccco1,2.2%,6%
O=C(Nc1nccs1)c1cccc(N2C(=O)c3ccc([N+](=O)[O-])cc3C2=O)c1,-2.2%,-1%
COc1ccc(N2CCN(C(=O)CCCn3c(=S)[nH]c4cc5c(cc4c3=O)OCO5)CC2)cc1,4.9%,2%
COc1ccc(CCN2C(=O)CC(C(N)=O)SC2=Nc2ccccc2)cc1OC (centres undefined),6.2%,-2%
CCOc1ccc(NC(=O)C2CC(=O)NC(N3CCc4ccccc43)=N2)cc1 (centres undefined),1.1%,5%
Cc1cccn2c(=O)c3cc(C(=O)NCC4CCCO4)c(=N)n(Cc4cccnc4)c3nc12 (centres undefined),6.8%,0%
CCN1C(=O)CC(N2CCN(CC(=O)NC(C)C)CC2)C1=O (centres undefined),-3.5%,x
COc1cccc(NC(=O)CCN2C(=O)/C(=C/c3ccc(C)cc3)SC2=S)c1,-1.4%,1%
O=C(Nc1ccc2c(c1)OCO2)c1ccc(Cl)cc1,1.3%,3%
COc1cccc(-n2ccnc2SCC(=O)Nc2cc(OC)ccc2OC)c1,0.6%,1%
O=C(Nc1cccc(C(F)(F)F)c1)c1ccc(Cn2cc(Br)cn2)o1,0.4%,x
O=C(NCCN1CCOCC1)/C(=C/c1ccc(F)cc1)NC(=O)c1ccccc1,2.9%,0%
CC(C)Oc1ccccc1NC(=O)c1ccc(Cl)cc1Cl,-1.7%,2%
Cc1noc(C)c1COC(=O)CCCOc1ccc(Cl)cc1Cl,-2.3%,-6%
O=C(Nc1ccc(-c2nc3cccnc3s2)cc1)c1ccc(Br)o1,-18%,-11%
O=C(CN1CCN(S(=O)(=O)c2ccc3ccccc3c2)CC1)N1CCc2ccccc2C1,2.9%,x
Cc1ccc2cc(CCNC(=O)c3ccc(Br)o3)c(=O)[nH]c2c1,0.5%,3%
O=C(CSc1ccccc1C(=O)O)c1ccc(-c2ccccc2)cc1,-4.2%,2%
SMILES,Hsp70 inhibitors,Rat MKP-3 inhibitors
COc1ccc(-n2c(C)csc2=S)cc1,-1.0%,x
CSc1ccc(/C=c2\sc3nc4ccccc4n3c2=O)cc1,1.6%,0%
COCCn1nnnc1C(c1cccs1)N1CCN(c2ccccc2)CC1 (centres undefined),2.3%,-11%
COc1ccc(C2C(=O)N(C3CCCCC3)CC(=O)N2CCc2ccccc2)cc1OC (centres undefined),2.0%,-8%
Cc1ccc(-n2nnnc2SCn2nnc3ccccc3c2=O)cc1,8.6%,x
Cc1ccn2cc(CCNC(=O)CC(C)(C)C)nc2c1,10%,-4%
CCCc1nc2oc3c(OC)ncnc3c2c2c1COC(C)(C)C2,-1.4%,x
CN(C)CCNC(=O)COc1ccc2ccccc2c1,0.3%,2%
CC(=O)OC(C(=O)NCS(=O)(=O)c1ccc(C)cc1)c1cccnc1 (centres undefined),1.6%,-2%
O=C(c1ccc2c(c1)OCO2)N1CCN(c2ccccc2F)CC1,-0.7%,-7%
Cc1ccc(C2C(C#N)=C(N)Oc3n[nH]c(C)c32)cc1 (centres undefined),-1.8%,-10%
Cc1onc(-c2c(F)cccc2Cl)c1C(=O)N1CCOCC1,-2.2%,1%
O=C(O)CCCC1OC(CCCC(=O)O)OC(CCCC(=O)O)O1 (centres undefined),4.1%,0%
CCc1cc2cc(C(=O)Nc3ccc(C)cc3)sc2s1,0.1%,x
Nc1ccc2oc(-c3cccc(Br)c3)nc2c1,0.4%&-3.2%,3%&-1%
CCOc1ccc2oc(-c3ccccc3)c(C(=O)N(C)C)c2c1,-1.2%,2%
N#Cc1c(N)nc2c(c1-c1ccccc1)CCCC2,-0.3%&-5.4%,-6%&-4%
CN(C)c1ccc(/C=C2\N=C(c3ccc([N+](=O)[O-])cc3)OC2=O)cc1,-0.3%,3%
CCN(CC)C(=O)CSCC(=O)Nc1ccccc1,14%,-1%
CN(c1ccccc1C(=O)N1CCOCC1)S(C)(=O)=O,-0.1%,-12%
CSCC[C@H](NC(=O)OCc1ccccc1)C(=O)O,1.2%,x
COCCn1nnnc1C(C(C)C)N1CCOCC1 (centres undefined),-0.5%,7%
C/C=C/c1ccc(OCCCNC(C)CC)c(OC)c1 (centres undefined),-2.6%,x
CCOc1cc(C2C(C#N)=C(N)Oc3n[nH]c(-c4ccccc4)c32)ccc1O (centres undefined),4.3%,-4%
Cc1ccsc1/C=C(\C#N)c1nc(-c2ccc3c(c2)OCO3)cs1,-7.1%,2%
SMILES,Hsp70 inhibitors,Rat MKP-3 inhibitors
C#CCOc1ccc(/C=C2\C(=O)NC(=O)N(c3cc(C)cc(C)c3)C2=O)cc1,-10%,-5%
COc1ccc(-n2c(SC)nnc2-c2c[nH]c3ccccc23)cc1,2.6%,-1%
CCOc1ccc(C(=O)COC(=O)c2ccc(C)cc2)cc1,0.1%,-2%
CCOc1ccccc1NC(=O)c1c(N)sc2c1CCCCC2,-3.9%,9%
O=C(NCC1CCCO1)c1ccc(COCC(F)(F)C(F)F)cc1 (centres undefined),-3.5%,-4%
Cc1cc(C)nc(N2CCCC(C(=O)NCc3ccccc3)C2)n1 (centres undefined),-0.2%,x
Cc1cc(C(=O)N/N=C/c2c(F)cccc2Cl)n[nH]1,0.7%,4%
COc1ccc(OC)c2[nH]c(=O)c(CCNS(=O)(=O)c3ccccc3)cc12,1.4%,4%
CC(=O)c1ccc(NC(=O)c2cccs2)cc1,1.5%,x
COc1cccc(OCc2nc3c4cnn(-c5ccccc5)c4ncn3n2)c1,0.2%,6%
CCn1c(SCC(=O)c2ccc3c(c2)OCCO3)nnc1C(C)C,5.1%,-11%
COc1ccc(S(=O)(=O)Nc2cc3c(C(C)=O)c(C)oc3c3ccccc23)cc1,-0.2%&7.0%,1%
COc1cccc(N2C(=O)c3ccc(C(=O)Nc4ccc(Br)cc4C(=O)O)cc3C2=O)c1,1.0%,6%
COC(=O)c1c(C)oc2ccc(OC(=O)c3cccs3)cc12,1.6%,-14%
COc1ccc(-c2nc(CSCC(=O)N3CCN(C4CCCCC4)CC3)c(C)o2)cc1OC,2.7%,-5%
CCN1C(=S)SC(=O)C1=C1C=C(C)N(Cc2ccco2)C(C)=C1,-13%,5%
CC(=O)NC1(c2ccccc2)CCN(C(=O)N2CCOCC2)CC1,6.2%,-2%
O=C(Nc1ccc2c(c1)OCCO2)C1CCCN1S(=O)(=O)c1cccc2cccnc12 (centres undefined),x,-4%
CCN(CC)CCCCOc1ccc(C(C)C)cc1,1.3%,4%
Cc1ccc(-n2ncc3c(Nc4cccc(C(=O)O)c4)ncnc32)cc1,-2.9%,x
O=P(Cc1cc[n+]([O-])cc1)(c1ccccc1)c1ccccc1,4.5%,x
CCOc1ccc(N2C(=O)CS/C2=C(\C(Cl)=C(Cl)Cl)[N+](=O)[O-])cc1,-7.2%,x
Cc1sc2nc(SCc3nnc(-c4cccs4)o3)n(C3CCCC3)c(=O)c2c1C,-5.8%,1%
O=C(NC(Nc1ccccc1)C(=O)c1ccccc1)c1ccco1 (centres undefined),0.7%,-1%
Cc1occc1C(=O)O/N=C(\N)c1ccccc1,-1.7%,1%

# Ordered by molecular weight (largest number first): 16 of the compounds above
SMILES,Hsp70 inhibitors,Rat MKP-3 inhibitors
Cc1sc2nc(SCc3nnc(-c4cccs4)o3)n(C3CCCC3)c(=O)c2c1C,-5.8%,1%
O=C(Nc1ccc2c(c1)OCCO2)C1CCCN1S(=O)(=O)c1cccc2cccnc12 (centres undefined),x,-4%
CCOc1ccc(N2C(=O)CS/C2=C(\C(Cl)=C(Cl)Cl)[N+](=O)[O-])cc1,-7.2%,x
COc1ccc(S(=O)(=O)Nc2cc3c(C(C)=O)c(C)oc3c3ccccc23)cc1,-0.2%&7.0%,1%
COc1ccc(OC)c2[nH]c(=O)c(CCNS(=O)(=O)c3ccccc3)cc12,1.4%,4%
O=C(NCC1CCCO1)c1ccc(COCC(F)(F)C(F)F)cc1 (centres undefined),-3.5%,-4%
CCn1c(SCC(=O)c2ccc3c(c2)OCCO3)nnc1C(C)C,5.1%,-11%
CCN1C(=S)SC(=O)C1=C1C=C(C)N(Cc2ccco2)C(C)=C1,-13%,5%
Cc1ccc(-n2ncc3c(Nc4cccc(C(=O)O)c4)ncnc32)cc1,-2.9%,x
COc1ccc(-n2c(SC)nnc2-c2c[nH]c3ccccc23)cc1,2.6%,-1%
CCOc1ccccc1NC(=O)c1c(N)sc2c1CCCCC2,-3.9%,9%
COC(=O)c1c(C)oc2ccc(OC(=O)c3cccs3)cc12,1.6%,-14%
O=P(Cc1cc[n+]([O-])cc1)(c1ccccc1)c1ccccc1,4.5%,x
Cc1cc(C(=O)N/N=C/c2c(F)cccc2Cl)n[nH]1,0.7%,4%
CCN(CC)CCCCOc1ccc(C(C)C)cc1,1.3%,4%
Cc1occc1C(=O)O/N=C(\N)c1ccccc1,-1.7%,1%

# Other records.
SMILES,Hsp70 inhibitors,Rat MKP-3 inhibitors
CCN(Cc1ccccc1)S(=O)(=O)c1ccc([N+](=O)[O-])cc1,3.8%,-2%
Cc1cc2c(c(=O)o1)C1(C(=O)N(C)c3ccccc31)C(C#N)=C(N)O2 (centres undefined),6.3%,1%
COC(=O)CN(c1cccc(Cl)c1)S(=O)(=O)c1ccc(C)cc1,-0.8%,0%
Cc1ccc(OCCNC(=O)Cc2cccc3ccccc23)cc1,-1.9%,4%
C=CCOc1ccc(C2N3CC4(C)CN2CC(CCC)(C3)C4=O)cc1 (centres undefined),-3.7%,0%
CN(C)c1ccc(/C=C2/SC(=S)N(CC(=O)O)C2=O)cc1Br,-18%,0%
CC(C)OC(=O)CSc1nnc(-c2ccc(O)cc2)n1Cc1ccccc1,-1.3%,-2%
O=C(Nc1ccccc1)N1CCN(c2ccccc2)CC1,3.5%,0%
CCn1c(CNc2nc(-c3ccccc3)cs2)nnc1SCC(=O)NCc1ccccc1,5.9%,x
CC(C)Cc1cc(C(=O)O)n[nH]1,2.3%,-2%
O=C1NC(=S)S/C1=C\c1ccc(OS(=O)(=O)c2cccc([N+](=O)[O-])c2)cc1,0.5%,4%
CCn1c(-c2cc(OC)c(OC)c(OC)c2)n[nH]c1=S,3.4%,-9%
Cc1nn(C(=O)c2ccco2)c(C)c1Br,-2.0%,x
CCCn1c(=O)c2ccccc2n2c(SCN3C(=O)c4ccccc4C3=O)nnc12,-2.3%,-10%
O=c1c(N2CCOCC2)nsnc1N1CCOCC1,-5.0%,-2%
CCCC(=O)Nc1nn(C)c2nc3cc(C)ccc3cc12,-3.5%,-9%
Cc1ccc(S(=O)(=O)N/N=C/c2cc(Br)cc(Br)c2O)cc1,-4.3%,0%
COc1ccc(C(=O)N2CCCCC2)cc1S(=O)(=O)Nc1ccccc1,2.1%,6%

# The list is partial; rates above refer to the full screens.
